EBNA-1 inh: blocks EBNA-1 binding to DNA; AID 1950; 300,000 tested, 0.34% active; EBNA-1 DNA binding, fluorescence polarization; inhibition, % at 14.8 µM; in the data active = inhibition above about 28%
Efflux pump inh: antifungal efflux pump inhibition, Nile Red retention | AID 485275 | S. cerevisiae Candida pump triplex | inhibition, % at 10 µM | 330,000 tested, 0.44% active;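 active = plate passing quality check with inhibition over a set limit, or well fluorescence over plate mean plus 4 SD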;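 also: Nile Red retained in pooled yeast measured as flow cytometry median fluorescence; 0% = buffer negative control and 100% = Enniatin B positive control; higher means more Nile Red kept so more efflux inhibition; some compounds called inactive have numbers as strong as hits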
GLD-1 RNA inh: GLD-1-TGE RNA interaction inhibition (C. elegans). 320,000 tested, 0.44% active. purified GLD-1 + fluorescein TGE RNA, fluorescence polarization. Q17339. AID 2280. inhibition, % at 5.96 µM;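 active = percent inhibition above a per-plate cutoff, the plate mean of test compounds plus 3 SD, cut at about 30% in these data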;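 also: 0% = DMSO wells with GLD-1 and probe and 100% = wells lacking GLD-1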
Target sequence (Q17339 whole entry, looked up): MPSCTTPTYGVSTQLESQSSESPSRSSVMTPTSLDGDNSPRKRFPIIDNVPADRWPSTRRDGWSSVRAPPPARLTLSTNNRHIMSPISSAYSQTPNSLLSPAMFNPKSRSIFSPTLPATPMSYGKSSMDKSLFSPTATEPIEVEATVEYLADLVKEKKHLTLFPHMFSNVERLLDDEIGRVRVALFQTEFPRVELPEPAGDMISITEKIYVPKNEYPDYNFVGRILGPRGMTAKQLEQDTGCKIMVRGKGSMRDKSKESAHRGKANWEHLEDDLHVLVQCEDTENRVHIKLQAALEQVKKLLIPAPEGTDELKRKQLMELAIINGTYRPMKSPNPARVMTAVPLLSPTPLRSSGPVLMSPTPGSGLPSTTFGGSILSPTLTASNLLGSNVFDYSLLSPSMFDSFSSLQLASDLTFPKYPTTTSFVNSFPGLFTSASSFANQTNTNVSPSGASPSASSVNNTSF
MCL1-BIM inh: inhibitors of human MCL1 binding to BIM-BH3 peptide; Q07820; GST-MCL1 / FITC-Bim-BH3 fluorescence polarization; inhibition, % at 10.9 µM; 320,000 tested, 0.68% active;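 active = inhibition above the mean inhibition of all tested compounds plus 3 SD, set per campaign, cut at about 40% in these data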;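 also: 0% = DMSO wells and 100% = unlabeled Bim-BH3 peptide control; higher means more loss of mP so more displacement of Bim peptide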
Target sequence (Q07820 whole entry, looked up): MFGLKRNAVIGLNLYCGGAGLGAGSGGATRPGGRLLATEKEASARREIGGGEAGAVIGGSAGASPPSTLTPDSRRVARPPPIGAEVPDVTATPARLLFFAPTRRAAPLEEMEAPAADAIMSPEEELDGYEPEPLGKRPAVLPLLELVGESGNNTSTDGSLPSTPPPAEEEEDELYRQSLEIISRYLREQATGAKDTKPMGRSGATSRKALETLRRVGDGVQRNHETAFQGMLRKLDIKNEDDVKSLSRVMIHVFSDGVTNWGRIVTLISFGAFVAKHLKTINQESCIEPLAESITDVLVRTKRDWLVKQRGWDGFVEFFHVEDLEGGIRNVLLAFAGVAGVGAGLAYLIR
MEX-5 binding: C. elegans MEX-5 TCR-2 RNA binding activity; MEX-5/FITC-TCR2 RNA binding, fluorescence polarization; stronger effect = lower value; activity score (negative = inhibition of binding), % at 10 µM; 300,000 tested, 0.38% active; Q9XUB2;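 active = inhibition past about -25% in most replicates, and total fluorescence under double the plate's negative control median, limit read from the data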;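 also: 0% = DMSO and -100% = 5 µM competing unlabeled TCR2 RNA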
Yeast superoxide: lowers age-related superoxide in aged yeast cells. S. cerevisiae aged cells, superoxide DHE fluorescence; stronger effect = lower value. superoxide response (% of plate mean), % at 10 µM. AID 2690. 330,000 tested, 0.18% active;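 active = superoxide response under a set limit, about three screen SD below normal, cut at about 65% in these data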;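 also: yeast aged for seven days with compound at 30 °C before DHE staining; 100% = average MFI of all compound-treated wells on the plate with controls excluded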
ZTA counter: counter-screen for EBNA-1 inhibitors: inhibitors of Epstein-Barr virus ZTA; P03206; ZTA-DNA binding, fluorescence polarization; inhibition, % at 11 µM; 320,000 tested, 0.15% active; AID 2234; in the data active = inhibition above about 33%
Target sequence (P03206 whole entry, looked up): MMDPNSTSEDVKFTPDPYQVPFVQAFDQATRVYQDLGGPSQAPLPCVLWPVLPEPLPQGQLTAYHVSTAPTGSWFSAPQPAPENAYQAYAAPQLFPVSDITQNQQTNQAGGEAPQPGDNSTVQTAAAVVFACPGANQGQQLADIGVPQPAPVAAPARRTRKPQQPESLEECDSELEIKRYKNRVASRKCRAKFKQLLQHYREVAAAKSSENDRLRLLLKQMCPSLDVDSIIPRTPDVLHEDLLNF
Fam108B inh: blocks mouse Fam108B hydrolase in RBBP9 counter-screen; inhibition, % at 9.51 µM; 300,000 tested, 0.33% active; recombinant Fam108B, FP-Rh probe fluorescence polarization;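 active = inhibition above the screen mean inhibition plus 3 SD, computed separately per campaign, cut at about 18% in these data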;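 also: inhibitors lower polarization as less probe binds the enzyme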
BCLXL inh: blocks human Bcl-xL binding to Bim BH3 peptide. GST-Bcl-xL / FITC-Bim BH3 peptide fluorescence polarization. 320,000 tested, 0.7% active. Q07817. inhibition, % at 10.9 µM;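 active = inhibition above the mean of all tested compounds plus 3 SD, cutoff set per campaign, cut at about 30% in these data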;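 also: 0% = DMSO wells and 100% = unlabeled Bim-BH3 peptide competitor; inhibitors lower millipolarization by displacing the labeled peptide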
* = called active by the depositor; . = no result given.

Start of the listing, in advance:
compound	MCL1-BIM inh	Efflux pump inh	BCLXL inh	MEX-5 binding	Yeast superoxide	GLD-1 RNA inh	ZTA counter	EBNA-1 inh	Fam108B inh
N#Cc1ccsc1NC(=O)CSc1ncnc2ccccc12	9	0.1	4	0.3	114	-4	-17	-7	5
COc1ccc(CNC(=O)c2nn(C)c3c2CS(=O)(=O)c2ccccc2-3)cc1	6	-0.1	10	0.3	103	9	7	6	1

This part in full, from the start:
compound	MCL1-BIM inh	Efflux pump inh	BCLXL inh	MEX-5 binding	Yeast superoxide	GLD-1 RNA inh	ZTA counter	EBNA-1 inh	Fam108B inh
N#Cc1ccsc1NC(=O)CSc1ncnc2ccccc12	9	0.1	4	0.3	114	-4	-17	-7	5
COc1ccc(CNC(=O)c2nn(C)c3c2CS(=O)(=O)c2ccccc2-3)cc1	6	-0.1	10	0.3	103	9	7	6	1
Cc1nn(-c2ccccc2)c(Cl)c1/C=N/Nc1ccc(S(=O)(=O)Nc2ccccc2C(=O)O)cc1[N+](=O)[O-]	54*	-0.1	23	-0.1	93	8	16	15	33*
COc1ccccc1Nc1nc2cc(C)ccc2cc1C#N	-8	0.4	0	-0.2	121	-13	-4	-13	-6
CCOC(=O)c1c(NC(=S)Nc2ccccc2)sc2c1CCN(CC)C2	-38	-0.1	-26	13	107	-158	15	11	1
Cc1ccc(N(C)C(=O)N2CCN(S(=O)(=O)c3c(C)cc(C)cc3C)CC2)cc1	1	0.2	-6	0.6	101	6	7	-2	3
CCC1(c2ccccc2)NC(=O)N(CC(=O)NCc2ccc(C)cc2)C1=O (stereo not drawn)	-9	-0.1	2	2.9	91	-3	6	4	2
COC(=O)c1cn(CC(=O)N2CCCCC2C)c2ccccc12 (stereo not drawn)	-3	-0.1	3	0.2	93	2	7	3	-1
CC(Nc1nc(-c2ccc(F)cc2)cs1)c1nc2cc(C(F)(F)F)ccc2n1CCOCCO (stereo not drawn)	6	0.0	0	1.8	93	3	-7	9	11
COCC(=O)N1CCC(Oc2ccc(C(=O)NC(C)c3nccs3)cc2)CC1 (stereo not drawn)	-1	0.1	2	0.6	101	1	4	-2	0
Nc1nc(C(c2ccccc2)c2ccccc2)cs1	-6	-0.1	-1	0.9	105	1	16	15	-1
COc1ccc(C(=O)Nc2ccccc2C(=O)Nc2ccccc2C(=O)O)cc1	11	-0.2	10	1.2	110	0	-15	15	-8
CCCCCN1CC(=O)N2Cc3[nH]c4ccccc4c3C[C@H]2C1=O	-8	-0.1	-3	-1.4	93	6	5	6	-5
CCC1CCCCN1C(=O)CSc1nc(N)cc(N)n1 (stereo not drawn)	4	-0.1	1	0.1	84	-2	-1	0	-4
O=C(Nc1ccccc1C(=O)N1CCOCC1)C1CC(=O)N(C2CCCC2)C1 (stereo not drawn)	0	0.0	2	-0.9	86	2	-18	-9	6
CC(=O)c1cc2c(cc1NS(=O)(=O)c1cccc(C(=O)O)c1)OCO2	2	0.0	3	0.9	91	2	11	-11	-1
O=C(NNC(=O)c1cccnc1)Nc1cccc2ccccc12	-4	0.0	5	-0.1	103	0	0	0	0
Cc1cc2c(SCC(=O)NC3CCCCC3)ncnc2s1	-5	0.0	5	-0.9	100	-2	7	-7	-5
COc1ccc(C(=O)N2CCN(Cc3ccccn3)CC2)cc1	4	0.7	-2	-6.0	105	-1	13	-6	0
Cc1cc(C(=O)Nc2ccc(F)cc2F)on1	-6	-0.1	4	0.0	135	3	16	6	1
CC(C)N(Cc1ccccc1)C(=O)CN1C(=O)COc2ccc(S(=O)(=O)NC3CCCC3)cc21	-1	0.1	-1	4.1	88	5	-8	1	2
COc1ccc(/C=C2/SC(=S)N(n3c(C)ccc3C)C2=O)cc1	0	0.2	-1	-0.9	102	-4	-8	-13	-6
O=C(OCc1ccc(-c2ccccc2)cc1)c1cccc(O)c1	-10	20*	-7	1.0	101	0	6	3	-19
CCOc1cc(NC(=S)NCC2CCCO2)c(OCC)cc1NC(=O)c1ccccc1C (stereo not drawn)	-2	0.1	2	0.1	97	11	-2	8	2
Cc1ccc(C)c(NC(=O)CSc2nccn2Cc2ccco2)c1	9	0.1	2	-1.3	98	5	2	-3	2
Cc1nn(C)cc1C(C(=O)NC1CCCCC1)N(Cc1ccccc1Cl)C(=O)c1cnccn1 (stereo not drawn)	1	-0.1	6	1.7	87	1	-9	-3	0
Cc1nn(C)c(C(=O)NCc2ccc(Cl)cc2)c1Cl	7	0.0	6	1.1	89	2	8	12	4
Cc1oc(-c2ccccc2)nc1C(=O)OCC(=O)NCc1ccc(Cl)cc1	1	0.1	-2	.	136	2	4	.	.
COc1ccc(C(=O)C2CCCN(Cc3cccn3-c3nccs3)C2)cc1OC (stereo not drawn)	-7	-0.1	2	3.1	97	10	1	-5	-1
COC/C=C/C1=CC2=CC(=O)C(C)(OC(=O)c3cnc4ccccc4n3)C(=O)C2=CN1C1CCCC1 (stereo not drawn)	22	-0.2	16	-2.8	86	12	15	9	5
Cc1ccc(CS(=O)(=O)c2nc3c(c(N(C)C)n2)CCCC3)cc1	3	0.1	3	-2.1	94	-6	-8	-5	0
COc1ccc(C2c3ccc4ccccc4c3Oc3ncn(CCO)c(=N)c32)cc1 (stereo not drawn)	0	0.0	7	-0.2	93	-10	-10	-10	1
COc1ccc(N2CCN(C(C)C(=O)N3CC(C)OC(C)C3)CC2)cc1 (stereo not drawn)	3	0.0	5	.	112	3	2	-2	-5
Cc1c(C(=O)N2CCN(c3ccccn3)CC2)sc2ncnc(N3CCOCC3)c12	-2	0.0	4	1.9	102	4	-6	5	4
Cc1c(C)c2cc(Cl)c(OCC(=O)NC3CC(C)(C)NC(C)(C)C3)cc2oc1=O	6	0.3	10	0.4	111	0	1	-3	4
CCOC(=O)c1ccc(NC(=S)Nc2ccccn2)cc1	6	0.1	2	1.2	127	-3	3	-17	3
CCOc1cccc(-c2nnc(SCC(=O)Nc3ccc(OC)c(OC)c3)n2N)c1	-2	0.0	0	1.5	86	3	-3	2	5
Cc1cc(/N=C/N(C)C)on1	-3	0.0	-1	0.5	91	4	-3	1	-1
CN(C)C(/C=C/Nc1ccc(F)cc1F)=C(C#N)C#N	0	-0.1	3	-1.8	105	-5	7	10	2
FC(F)(F)c1cc(Oc2ccccc2)ncc1-c1nnc(-c2ccccc2Cl)o1	-11	0.3	-11	6.1	106	0	-8	5	-5
COCCOC(=O)C1=C(C)N=c2s/c(=C\c3cccs3)c(=O)n2C1c1cccs1 (stereo not drawn)	-1	-0.1	-1	-6.3	108	2	-9	-2	-1
COc1ccc(CNC(=O)CN(Cc2ccc(Cl)cc2)C(=O)c2csnn2)cc1	13	0.3	6	-3.2	96	-2	6	-16	3
COc1ccc(CCN2C(=O)N[C@@H](CCC(=O)O)C2=O)cc1	6	0.0	5	0.1	98	-7	-7	-10	0
CNC(=O)c1cc2cc(OC)ccc2n1CCN(Cc1ccccc1)Cc1ccccc1	2	-0.2	-1	0.7	89	2	4	8	5
O=c1c(-c2ccc(O)cc2)coc2cc(OC3OC(CO)C(O)C(O)C3O)ccc12 (stereo not drawn)	-5	0.2	-4	0.3	101	2	14	-12	0
Cc1cc(C)cc(NC(=O)CN2CCC(NC(=O)Cc3ccccc3)CC2)c1	3	-0.1	3	0.2	96	6	-10	0	8
COc1ccc(OC)c(NC(=O)CNC(=O)Cn2cnc3sc(C)cc3c2=O)c1	3	-0.1	1	0.5	85	9	-18	-3	3
Clc1cccc(Cl)c1CO/N=C/c1c(-c2ccccc2)nc2n1CCS2	4	0.0	7	1.8	89	4	-10	2	0
O=C(Cn1c(CC(=O)N2CCCC2)nc2ccccc21)NCc1ccccc1	0	0.1	7	-1.3	72	8	-5	-3	7
CS(=O)(=O)c1ccc(C(=O)OCC(=O)NNC(=O)COc2ccc(Cl)cc2)cc1	9	0.0	0	0.8	104	3	-11	3	-1

Going on with the list.
compound	MCL1-BIM inh	Efflux pump inh	BCLXL inh	MEX-5 binding	Yeast superoxide	GLD-1 RNA inh	ZTA counter	EBNA-1 inh	Fam108B inh
Cc1ccc(C(=O)Nc2nc(-c3ccc([N+](=O)[O-])cc3)cs2)o1	10	-0.3	0	-0.3	93	0	-1	5	-16
Cc1cccc2[nH]c3c(N4CC=C(c5ccc(F)cc5)CC4)ncnc3c12	-4	-0.1	1	-0.8	81	1	-12	16	-1
CCc1nnc(NC(=O)CSc2ncc(-c3ccccc3)n2C)s1	5	0.0	0	2.2	93	5	-10	-4	1
CC(=O)c1ccc(OCC(=O)N(CCC2=CCCCC2)c2c(N)n(Cc3ccccc3)c(=O)[nH]c2=O)cc1	-5	0.2	3	1.0	150	7	2	0	2
O=C(CSc1nnc(CNc2ccc(F)cc2)n1Cc1ccccc1)NCc1ccco1	0	-0.2	-7	0.1	82	-2	-1	11	5
Brc1ccc(-c2nc(N/N=C/c3cccnc3)c3ccccc3n2)cc1	1	0.0	3	-11	104	4	11	-6	-7
COc1ccc(C2/C(=C(/O)c3ccc4c(c3)CC(C)O4)C(=O)C(=O)N2CCCn2ccnc2)cc1 (stereo not drawn)	-5	0.4	5	14	127	8	13	4	-2
CC(=O)Nc1ccc(NS(=O)(=O)c2ccc3c(c2)n(C)c(=O)n3C)cc1	-3	-0.1	5	1.6	105	-3	-10	-11	2
CC(OC(=O)c1ccc([N+](=O)[O-])s1)C(=O)Nc1ncc(Cl)cc1Cl (stereo not drawn)	-13	0.0	-6	0.8	85	6	-6	-4	3
COCCCNc1nc2c(c(=O)n(Cc3ccc(OC)cc3)c(=O)n2C)n1C	3	0.1	6	0.8	103	3	0	-4	3
Cc1c(CC(=O)NCCCC(=O)O)c(=O)oc2cc3c(cc12)CCC(C)(C)O3	-2	0.2	-1	-5.9	98	-3	-11	-6	5
O=C(CC(=O)Nc1cc(Cl)ccc1Cl)Nc1cc(Cl)ccc1Cl	-15	0.1	-3	-2.7	94	-14	7	21	-6
O=C(CCN1C(=O)COc2ccccc21)NCCCN1CCCC1	5	0.2	6	0.1	140	0	-9	-19	-5
CC(=O)Nc1ccc(N=Cc2c(O)c(C(=O)Nc3ccccc3)cc3ccccc23)cc1	-79	0.1	-2	-14	147	-74	9	14	22*
O=C(Nc1ccc(-c2nnco2)cc1)c1ccccc1	-4	0.1	4	-1.0	104	4	0	9	-1
COc1ccc(OCc2nn3c(Cn4cnc5ccccc54)nnc3s2)cc1	6	0.3	4	0.7	98	4	11	0	2
O=C(CCc1nnc(Cc2c[nH]c3ccccc23)o1)NC1CCCC1	1	-0.1	4	0.2	98	2	-4	0	4
COc1cccc(CN2CCN(Cc3ccc4c(c3)OCCO4)CC2CCO)c1 (stereo not drawn)	5	0.1	8	1.8	95	-2	-2	2	3
C[C@H](NC(=O)c1nc[nH]c1C(=O)N[C@H](C)c1ccccc1)C(=O)OCc1ccccc1	13	0.0	9	3.5	102	1	5	1	1
Cn1c(=O)cc(SCC(=O)NCCN2CCN(c3ccccc3F)CC2)c2cc(Cl)ccc21	4	0.0	8	-0.4	129	1	5	0	4
Cc1c(C(=O)N2CCCC2)sc(NC(=O)c2cccs2)c1C#N	1	0.1	3	-5.5	108	-4	-4	-10	1
CC(NC(=S)Nc1ccc(Cl)cc1)C(c1ccccc1)N1CCOCC1 (stereo not drawn)	2	0.1	2	-0.8	89	0	-11	0	1
CCn1nc(NC(=O)C(C)C)c2cc3cccc(C)c3nc21	4	0.0	5	-1.5	101	0	16	4	-4
